# From PubChem
# PGK inhibitor: T. brucei PGK inhibition. P07378. hit rate 0.043% among 380,000. PGK/GAPDH coupled, Kinase-Glo luminescence, 60 min. Potency, µM (doses to about 57.5 µM), inactives show top-dose activity change, negative = inhibition, actives largely listed as inhibitors. AID 602233; also: % is scaled to controls: 0 for no effect and ±100 for the full control effect; nearly all actives have a fitted effect of over 60% in size
#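 Luminescent ATP detection (Kinase-Glo Plus) follows a 60-minute room-temperature incubation, with wells lacking PGK as controls. Buffer: 100 mM TEA (pH 7.6), 5 mM MgCl2, 0.01% Tween-20. Coupling enzyme GAPDH (100 nM final) supplies unstable 1,3-BPG in-well.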
# BLM helicase inh: Bloom syndrome helicase (human) inhibition; P54132; recombinant BLM DNA unwinding, fluorescence dequenching; Potency, µM (highest dose often 56.1 µM), inactives show at the highest dose activity change, negative = inhibition, actives largely listed as inhibitors; hit rate 0.2% among 350,000; AID 2528;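 also: plate controls were vehicle for no effect and no enzyme for full effect; nearly all actives have a fitted effect of over 35% in size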
# Pin1 inhibitor: inhibitors of human Pin1; Potency, µM (titrated, usually from 115 µM), without a hit: top-dose activity, negative = inhibition, usual class: inhibitors; Pin1 FP peptide displacement, HiFluor488, 10 min; hit rate 0.009% among 390,000; Q13526; AID 504891; active = well fitted inhibition curve with a large enough effect in the polarisation, with a control signal flat, not every such curve was filed as active; inconclusive = small, poorly fitted or top-dose-only effect, or effect the other way, or a change in a side signal; inactive = no such curve, though single readings can be large or run the other way; the % refers to the polarisation; also: % is scaled to controls: 0 for no effect and ±100 for the full control effect
# JMJD2A Tudor inh: JMJD2A Tudor domain (human) inhibition; AlphaScreen JMJD2A-Tudor / H3K4me3 peptide binding; Potency, µM (highest dose often 114 µM), without a hit: at the top dose activity change, negative = inhibition, usual class: inhibitors; hit rate 4.4% among 390,000; AID 504339; also: % is scaled to controls: 0 for no effect and ±100 for the full control effect; nearly all actives have a fitted effect of over 50% in size
# G9a inh: inhibitors of human histone lysine methyltransferase G9a. Q96KQ7. G9a H3K9 monomethylation, AlphaScreen, 2 h. Potency, µM (highest dose often 102 µM), inactives show at the highest dose activity, negative = inhibition, usual class: inhibitors. hit rate 8.8% among 350,000. AID 504332; also: % is scaled to controls: 0 for no effect and ±100 for the full control effect; nearly all actives have a fitted effect of over 75% in size
#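 AlphaScreen read-out: biotin-H3K9 peptide (500 nM) methylation by 20 nM enzyme with 20 uM SAM, 2 h at room temperature after 15 min compound preincubation; anti-monomethyl H3K9 antibody plus donor/acceptor beads, 10 min dark.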
# POLI inh: inhibitors of human DNA polymerase iota; Q9UNA4; Pol iota fluorescent replication assay, 10 min; Potency, µM (titrated, usually from 115 µM), for inactives: at the highest dose activity, negative = inhibition, hits mostly inhibitors; hit rate 1% among 390,000; AID 588590
# Target sequence (Q9UNA4 whole entry, looked up): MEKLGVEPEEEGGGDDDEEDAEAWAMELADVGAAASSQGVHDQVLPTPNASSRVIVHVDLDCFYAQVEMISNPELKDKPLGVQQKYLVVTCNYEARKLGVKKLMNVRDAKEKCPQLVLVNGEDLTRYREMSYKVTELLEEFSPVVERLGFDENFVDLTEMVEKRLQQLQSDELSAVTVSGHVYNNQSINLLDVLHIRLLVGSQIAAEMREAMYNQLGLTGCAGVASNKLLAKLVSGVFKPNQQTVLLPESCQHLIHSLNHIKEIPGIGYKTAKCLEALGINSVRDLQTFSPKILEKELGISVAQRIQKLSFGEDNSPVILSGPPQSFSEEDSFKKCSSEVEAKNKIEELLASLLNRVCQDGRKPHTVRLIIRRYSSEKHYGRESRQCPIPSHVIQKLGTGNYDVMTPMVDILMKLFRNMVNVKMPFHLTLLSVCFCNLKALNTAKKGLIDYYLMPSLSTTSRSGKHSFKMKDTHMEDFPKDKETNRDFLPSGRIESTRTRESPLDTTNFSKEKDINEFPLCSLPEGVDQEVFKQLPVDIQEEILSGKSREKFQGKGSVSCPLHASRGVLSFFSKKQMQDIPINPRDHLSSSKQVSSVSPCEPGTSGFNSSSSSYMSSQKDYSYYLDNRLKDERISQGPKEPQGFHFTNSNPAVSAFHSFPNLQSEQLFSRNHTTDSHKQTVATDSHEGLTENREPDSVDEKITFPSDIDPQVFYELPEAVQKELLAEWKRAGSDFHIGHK
#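 Pol iota at 10 nM preincubated 15 min with compounds at room temperature; reaction started with fluorescent substrate, 50 nM final. Fluorescence read kinetically at 0 and 10 min; buffer-only wells as negative control.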
# BAZ2B block: inhibitors of human BAZ2B bromodomain; Q9UIF8; AlphaScreen BAZ2B-H3K14Ac peptide displacement; Potency, µM (series often up to 114 µM), for inactives: at the highest dose activity change, negative = inhibition, usual class: inhibitors; hit rate 4.4% among 360,000; AID 504333; also: % is scaled to controls: 0 for no effect and ±100 for the full control effect; nearly all actives have a fitted effect of over 60% in size
#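 Compounds, titrated to a top concentration of 110 uM, were incubated 30 min at room temperature with preformed BAZ2B/acetyl-K14 H3 peptide complex (50 nM each). Proximity signal was measured by AlphaScreen after 20 min with beads.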
# HP1b chromo inh: HP1-beta chromodomain-methylated histone interaction inhibition | P83916 | AlphaScreen HP1-beta / biotin-H3K9me3 peptide binding | Potency, µM (top dose mostly 114 µM), for inactives: at the top dose activity change, negative = inhibition, usual class: inhibitors | hit rate 0.56% among 390,000 | AID 540317; also: nearly all actives have a fitted effect of over 70% in size; inactives centre near 23
# Target sequence (P83916 whole entry, looked up): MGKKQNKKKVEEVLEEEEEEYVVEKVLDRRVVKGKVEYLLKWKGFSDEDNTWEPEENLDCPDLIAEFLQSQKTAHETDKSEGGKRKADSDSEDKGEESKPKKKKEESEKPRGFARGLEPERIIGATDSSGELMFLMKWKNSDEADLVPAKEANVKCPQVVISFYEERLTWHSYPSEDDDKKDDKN
#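 AlphaScreen: HP1-beta (50 nM) preformed 30 min with biotin-H3(1-18)K9me3 peptide (50 nM) in PBS pH 7.4, 0.01% Tween-20. Compound added for 30 min at RT, then streptavidin donor/nickel chelate acceptor beads (10 ug/mL) for 30 min.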
# GLS inh: inhibitors of human glutaminase (GLS) | Potency, µM (highest dose often 45.5 µM), for the others: at the top dose activity change, negative = inhibition, hits mostly inhibitors | O94925 | hit rate 0.21% among 410,000 | GLS enzymatic activity, qHTS titration; also: % is scaled to controls: 0 for no effect and ±100 for the full control effect
#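 Enzyme dispensed in phosphate buffer (45 mM, pH 8.2, 0.02% Tween-20), compounds pinned in, then 1 mM L-glutamine solution and the glutamate oxidase–HRP–Amplex Red mix added; fluorescence read immediately and again after 30 min at room temperature.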
# An asterisk follows results filed as active; i = inactive; ? = inconclusive; · = not tested or not shown; [ ] = remark or other dose. Unless noted, calls follow the shape of the dose curve; as a rule, active = well fitted curve in the direction sought with a large enough effect; inconclusive = small, poorly fitted or top-dose-only effect, or another doubt; inactive = no such curve, though single readings can be large; an effect the other way counts as inactive or inconclusive. Potency is read from the fitted curve at half-maximal effect.
SMILES,PGK inhibitor,BLM helicase inh,Pin1 inhibitor,JMJD2A Tudor inh,G9a inh,POLI inh,BAZ2B block,HP1b chromo inh,GLS inh
C=CCC1(CC=C)CCCN1C(=O)c1cc(COc2ccc(F)c(F)c2)on1,-7%,-11%,6%,107%[activator],175%[activator],-14%,49%[activator],162%[activator],-10%
CC(=O)Nc1ccc(CN2CCN(Cc3ccc(C)cc3)C(CCO)C2)cc1 (configuration not stated),-3%,3%,3%,-8%,·,24%,24%,11%[57 µM],2%
COCC(C)NC(=O)C1CC(=O)N(c2ccc(C)cc2)C1 (configuration not stated),0%,-1%,1%,-16%,-2%[59 µM],-2%,10%,4%,1%
CN(Cc1ccno1)C(=O)CC1C(=O)NCCN1CC(c1ccccc1)c1ccccc1 (configuration not stated),-5%,-2%,1%,-11%,?,?,-11%,36%,-4%
CCCCC(=O)Nc1ccccc1C#N,-1%,5%,-6%,-17%,-3%,13%,9%,26%,1%
CN(C(=O)CCN1C(=O)C2C3C=CC(C3)C2C1=O)c1ccccc1 (configuration not stated),8%,-2%,-1%,-8%,6%,18%,-11%,-3%,-1%
CC1(C)C(=O)C2(CCCCC2)C(=O)OC1c1ccc(O)cc1 (configuration not stated),i,-9%,-3%,-18%,-3%[12.7 µM],21%,9%,31%[activator],2%
CC(C)c1ccc2c(c1)C(=O)NC(C)(C)C2,-10%,1%,22%,?,11%,27%,-5%,17%,5%
Cc1nn(-c2ccc(F)cc2)c2nc(N)c(C#N)c(-c3ccc(O)c(O)c3)c12,-2%,-7%,25%,-21%,?,73%[activator],-2%,-15%,?
COc1cccc(CN2CCN(C(=O)c3oc4c(F)cccc4c3C)CC2=O)c1,-3%,-1%,-10%,-18%,41%,-2%,-31%,3%,-3%
CCc1nc(Nc2cccc(OC)c2)c2oc3ccccc3c2n1,-6%,-4%,0%,-34%,8%,73%[activator],-1%,42%[activator],-4%
O=C(NCC1CCCO1)Nc1ccc2c(c1)OCO2 (configuration not stated),1%,-2%,-2%,0%,-27%,40%[activator],-4%,33%,22%
CCn1c(/C=N/NC(=O)c2ccc(OC)cc2)nc2ccccc21,-5%,-7%,0%,?,?,5%,8%,-9%,5%
CC(C)C(=O)NCCc1nc2ccccc2n1CCOc1ccccc1,0%,1%,3%,-6%,6%,16%,6%,40%[activator],1%
COc1ccc(CNC(=O)C2CCN(S(=O)(=O)c3ccc(SC)cc3)CC2)cc1,-3%,-4%,10%,1%,3%,114%[activator],-17%,24%,0%
O=C1N=C(c2ccccc2)S/C1=C\c1cccs1,3%,-11%,16%,22µM*,1.4µM*,10%,?,-74%,24%
Cc1cc2ccccc2n1CCNC(=O)C(C)Oc1ccccc1 (configuration not stated),i,-10%,?,?,-25%[59 µM],?,9%,-13%,-3%
COc1ccc(C2=C(Nc3ccc(Br)c(C)c3)c3ccccc3C2=O)cc1,-2%,-5%,0%,?,2.8µM*,15%,?,?,-8%
O=C(NC1CCCc2ccccc21)c1cn2ccccc2n1 (configuration not stated),-11%,-4%,3%,-21%,?,56%[activator],-24%,33%,-12%
O=C(NCc1ccc2c(c1)OCO2)c1nc(Cn2cc([N+](=O)[O-])cn2)no1,2%,1%,0%,-7%,35%[activator],123%[activator],6%,12%,-4%
COc1ccc(CNc2nc3nc(C)c(Cl)c(C)n3n2)cc1,-7%,0%,-1%,-10%,7%,22%,-1%,21%,-6%
COc1ccc(/C=N/N2CCOCC2)cc1Cn1nc(C)c([N+](=O)[O-])c1C,-4%,-3%,-2%,-33%,?,14%,-37%,26%,3%
CSc1cc(-c2ccco2)oc1C(=O)c1ccco1,i,·,1%,?,·,18%,·,13%,0%
COc1ccccc1/C=C/C=N/NC(=O)c1cnccn1,-8%,5%,-7%,1%,·,40%[activator],-8%,38%[activator],2%
COc1cc(OC)c(OC)cc1CNCc1ccc2c(c1)OCO2,-9%,-5%,-6%,50µM*,45µM*,20%,-29%,8%,-12%
COc1ccc(/C=C2\CCC/C(=C\c3ccc(OC)c(OC)c3OC)C2=O)c(OC)c1OC,9%,-6%,3%,?,?,11%,?,?,0%
CC(C)(C)OC(=O)N1CCC(Cc2cc(-c3cccnc3)no2)(C(=O)O)CC1,2%,·,-14%,-4%,-42%[2.33 µM],-11%,-15%,29%,1%
COc1ccc(Br)cc1C1NC(=O)NC(C)=C1C(=O)N(C)C (configuration not stated),-1%,-4%,3%,0%,9%[59 µM],-3%,2%,24%,·
Cc1cc(C(=O)CSc2nnc(-c3ccc(Cl)cc3)n2C)c(C)n1CC1CCCO1 (configuration not stated),i,-13%,15%,-6%,14%,-5%,0%,27%,-5%
COc1ccccc1NC(=O)CSc1n[nH]c(Cc2ccccc2)n1,i,-4%,15%,3%,·,19%,-17%,29%,-8%
O=C1CSC(c2cccnc2)N1Cc1ccc(Cl)c(Cl)c1 (configuration not stated),-8%,-7%,-3%,10%,-5%,-12%,-32%,50%[activator],1%
CCOC(=O)C1=C(CC)Nc2ccccc2N=C1NC(=O)c1cccc(S(=O)(=O)N2CCOCC2)c1,-3%,·,0%,-9%,1%[12.7 µM],4%,10%,24%,7%
Cc1cccc(C(=O)NC(C(=O)Nc2ccccc2N2CCOCC2)C(C)C)c1 (configuration not stated),6%,-1%,3%,-10%,7%,16%,-2%,22%,9%
CCNS(=O)(=O)c1ccc(CCC(=O)NCc2ccc3c(c2)OCO3)cc1,7%,1%,0%,-2%,·,20%,-5%,25%,-3%
Cc1ccc(C)c(C2=NNC(=O)CC2)c1,-4%,·,-1%,-21%,·,0%[58.9 µM],·,-6%,13%
O=C(O)C1C2C=CC(C2)C1C(=O)NCCCN1CCCC1=O (configuration not stated),1%,-3%,3%,-6%,25%,17%,-10%,19%,-14%
Cc1nn(-c2ccc(Cl)cc2Cl)c(C)c1C(=O)O,0%,3%,-8%,10%,2%,59%[activator],-16%,40%[activator],4%
O=C(CCn1c(=O)sc2ccccc21)NCCN1CCOCC1,-6%,·,3%,-13%,·,27%,·,27%,-1%
CS(=O)(=O)N1CCC(NC(=O)Nc2ccc(OC(F)(F)F)cc2)CC1,-9%,·,0%,?,5%[0.501 µM],-7%,-6%,9%,-2%
CCN(CC)S(=O)(=O)c1ccc(C(C)NC(=O)C2CCCN2C(=O)c2cccs2)cc1 (configuration not stated),-2%,·,-2%,-6%,24%[2.33 µM],8%,10%,46%[activator],1%
CCN(CC)C(=O)c1ccccc1NC(=O)CN1C(=O)c2ccccc2S1(=O)=O,-3%,-5%,-10%,-12%,-12%,-22%,?,12%,2%
CC(Sc1ccc(S(=O)(=O)N(C)C)cn1)C(=O)NC1CCCC1 (configuration not stated),2%,·,0%,-20%,22%[2.33 µM],-5%,-2%,26%,4%
COc1ccc(CCNC(=O)COC(=O)c2ncc(Cl)c(Cl)c2Cl)cc1OC,-9%,·,-9%,-4%,·,9%,·,20%,-2%
COc1ccccc1NC(=O)CSc1nnnn1-c1ccccc1OC,0%,-4%,1%,-9%,71µM*,7%,6%,40%[activator],-2%
COc1ccc(SCC(c2ccccc2)N2CCN(CC(C)C)CCC2=O)cc1 (configuration not stated),·,1%,2%,27%,·,-20%,·,70%[activator],·

# Results in PGK inhibitor, for some of the entries so far:
Structure | PGK inhibitor
CS(=O)(=O)N1CCC(NC(=O)Nc2ccc(OC(F)(F)F)cc2)CC1 | -9%
Cc1ccc(C)c(C2=NNC(=O)CC2)c1 | -4%
CC(Sc1ccc(S(=O)(=O)N(C)C)cn1)C(=O)NC1CCCC1 (configuration not stated) | 2%
O=C(O)C1C2C=CC(C2)C1C(=O)NCCCN1CCCC1=O (configuration not stated) | 1%

# The list continues:
SMILES,PGK inhibitor,BLM helicase inh,Pin1 inhibitor,JMJD2A Tudor inh,G9a inh,POLI inh,BAZ2B block,HP1b chromo inh,GLS inh
COc1ccc(CNCCCSc2ncccn2)c(OC)c1,3%,-4%,2%,-23%,19%,-26%,-6%,12%,-5%
COc1cnc(NS(=O)(=O)c2ccc(N)cc2)nc1,1%,0%,2%,-16%,8%,1%,2%,13%,6%
Cc1ccc(C)c(NC(=O)CN(C)C(=O)c2ccc(S(=O)(=O)N3CCCCCC3)cc2)c1,2%,·,-6%,-15%,22%[12.7 µM],3%,13%,28%,1%
O=C(NCC1CCCO1)c1ccc(-c2ccccc2Cl)o1 (configuration not stated),8%,·,9%,1%,-29%,13%,-7%,24%,11%
Cc1onc(-c2c(Cl)cccc2Cl)c1C(=O)Nc1ccc(N2CCOCC2)cc1,-7%,-7%,0%,-28%,·,167%[activator],?,2%,-7%
COc1ccc(C(=O)N2CCN(S(=O)(=O)c3ccccc3)CC2)c(OC)c1,-6%,-1%,-1%,-24%,-5%[59 µM],130%[activator],-3%,23%,-2%
O=C1C(C2=NC(c3ccccn3)C3C(=O)N(c4ccc(Cl)cc4Cl)C(=O)C23)=C(O)c2ccccc21 (configuration not stated),i,-1%,-10%,0%[11.4 µM],4%,12%,-26%,39%,-10%
O=C(Cn1c(=O)oc2ccccc21)Nc1cccc(Cl)c1,-8%,-5%,-3%,-4%,31%,7%,-20%,45%[activator],-3%
CCNC(=S)NNC(=O)c1nn(C)c(C)c1Cl,1%,1%,2%,-16%,9%,-6%,6%,39%,10%
Cc1ccccc1NC(=O)/C(C#N)=C\c1cccnc1,0%,-3%,13%,-4%,?,18%,-4%,16%,1%
Cc1ccc(N2CC(C(=O)N3CCC4(CC3)CC(=O)c3ccccc3O4)CC2=O)cc1C (configuration not stated),-2%,·,2%,-10%,6%[0.501 µM],12%,10%,5%,6%
COc1ccc(CNC(=O)CCc2c(C)c3cc4c(C)c(C)oc4cc3oc2=O)cc1,3%,-11%,9%,-36%,-31%[59 µM],13%,-13%,-6%,-7%

# These rows are one share of the data (hit frequency here may not be typical).
